Assay outcomes: PubChem, National Center for Advancing Translational Sciences (NCATS)
LmPK inh = blocks Leishmania mexicana pyruvate kinase activity; Q27686; purified LmPK, Kinase-Glo ATP luminescence, 1 h; Potency, µM (top dose mostly 57.5 µM), for inactives: at the highest dose activity change, negative = inhibition, usual class: inhibitors; 0.37% of 290,000 active; AID 1721; also: potency is read from the fitted curve at half-maximal effect; % is scaled to controls: 0 for no effect and ±100 for the full control effect
Target sequence (Q27686 whole entry, looked up): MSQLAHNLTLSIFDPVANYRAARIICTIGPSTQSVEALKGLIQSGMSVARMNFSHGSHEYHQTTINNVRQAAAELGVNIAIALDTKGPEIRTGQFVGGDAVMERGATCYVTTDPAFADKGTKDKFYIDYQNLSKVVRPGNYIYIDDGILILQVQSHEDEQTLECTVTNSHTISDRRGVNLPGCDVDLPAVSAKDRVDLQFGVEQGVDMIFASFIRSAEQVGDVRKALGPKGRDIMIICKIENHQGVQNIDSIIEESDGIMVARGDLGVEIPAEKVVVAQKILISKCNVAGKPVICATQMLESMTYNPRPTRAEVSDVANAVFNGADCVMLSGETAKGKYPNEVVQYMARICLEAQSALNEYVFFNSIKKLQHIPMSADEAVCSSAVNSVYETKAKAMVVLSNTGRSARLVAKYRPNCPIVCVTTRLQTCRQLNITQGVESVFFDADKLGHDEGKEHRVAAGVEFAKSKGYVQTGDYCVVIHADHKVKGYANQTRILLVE
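Pyruvate kinase activity monitored as ATP production (luciferase luminescence). Conditions: 0.1 nM enzyme, 0.5 mM PEP, 0.1 mM ADP, 1 h, RT; normalized against uninhibited and no-enzyme wells.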
Cycloheximide cs = affects cycloheximide protein synthesis inhibition readout, counter-screen; cell reporter, cycloheximide protein synthesis inhibition counterscreen; max response, %; 12% of 300,000 active; AID 2314; in the data active = max response mostly above about 13%, no sharp cut-off; inactive = mostly below about 14%; also: read at 38.3 µM for the half of the compounds with a filed dose; 0% is about no effect
Pf growth 48h = P. falciparum growth inhibition at 48 hours (one generation). P. falciparum luciferase growth in erythrocytes, 48 h. Potency, µM (series often up to 28.7 µM), for inactives: at the top dose activity change, negative = inhibition, hits mostly inhibitors. 5.9% of 310,000 active; also: potency is read from the fitted curve at half-maximal effect; % is scaled to controls: 0 for no effect and ±100 for the full control effect
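Growth was read as firefly luciferase luminescence after a 48 h, 37 C, 5% CO2 exposure of compounds to reporter-bearing P. falciparum cultures (0.1% parasitemia, 2% hematocrit final) in Albumax-supplemented RPMI 1640.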
TbPYK inhibitor = blocks Trypanosoma brucei pyruvate kinase | Q57TT1 | TbPYK enzyme, Kinase-Glo Plus ATP luminescence, 45 min | Potency, µM (series often up to 76.8 µM), inactives show at the highest dose activity, negative = inhibition, usual class: inhibitors | 0.12% of 410,000 active | AID 624173; also: potency is read from the fitted curve at half-maximal effect; % is scaled to controls: 0 for no effect and ±100 for the full control effect; nearly all actives have a fitted effect of over 50% in size
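Screened from lowest to highest concentration, compounds were pinned into TbPYK/substrate mixtures, and ADP (130 uM final) was added. Plates sat at room temperature for 45 min prior to Kinase-Glo Plus detection by luminescence.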
Pf growth 96h = P. falciparum growth inhibition at 96 hours. P. falciparum luciferase reporter growth, 96 h. Potency, µM (titrated, usually from 28.7 µM), inactives show at the top dose activity change, negative = inhibition, most hits filed as inhibitors. 6.9% of 320,000 active. AID 504834; also: potency is read from the fitted curve at half-maximal effect; % is scaled to controls: 0 for no effect and ±100 for the full control effect
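Two-generation exposure (96 h) targets delayed-death phenotype. Reporter parasites carrying integrated firefly luciferase, in red cells at 2% hematocrit and 0.05% parasitemia final, kept at 37 C, 5% CO2; luminescence loss indicates inhibition.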
AmpC inh no detg = inhibitors of E. coli AmpC beta-lactamase without detergent | Potency, µM (doses to about 57.1 µM), for inactives: top-dose activity change, negative = inhibition, actives largely listed as inhibitors | AmpC nitrocefin hydrolysis, absorbance 480 nm, 0.0001% Triton | P00811 | 0.52% of 330,000 active;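 also: potency is read from the fitted curve at half-maximal effect; plate controls were no compound for no effect and no enzyme for full effect; nearly all actives have a fitted effect of over 20% in size; some results filed as inactive show a strong effect at the top dose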
Target sequence (P00811 whole entry, looked up): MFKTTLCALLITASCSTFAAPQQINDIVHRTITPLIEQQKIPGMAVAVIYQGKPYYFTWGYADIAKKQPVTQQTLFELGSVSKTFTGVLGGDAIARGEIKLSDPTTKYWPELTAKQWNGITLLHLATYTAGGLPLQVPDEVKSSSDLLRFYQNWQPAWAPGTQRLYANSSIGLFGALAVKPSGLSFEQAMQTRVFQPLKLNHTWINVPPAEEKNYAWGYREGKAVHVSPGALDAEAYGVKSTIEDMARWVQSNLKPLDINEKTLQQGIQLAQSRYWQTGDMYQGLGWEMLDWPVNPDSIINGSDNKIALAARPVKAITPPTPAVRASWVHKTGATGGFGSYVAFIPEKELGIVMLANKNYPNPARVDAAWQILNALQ
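AmpC (5.3 nM in the dispensed reagent) in 20 mM phosphate pH 7.0 with 0.01% (detergent screen) or 0.0001% Triton X-100 was preincubated with compounds for 15 min at room temperature. Nitrocefin was then added from an 800 uM solution, and hydrolysis was followed at 480 nm.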
Shiga inhibitor = blocks Shiga toxin action in Vero cells; Vero cells, Shiga toxin protein synthesis inhibition reporter; inhibition, % at 38.7 µM; 9.2% of 290,000 active; in the data active = inhibition mostly above about 28%, no sharp cut-off; inactive = mostly below about 43%; also: 0% is about no effect
The depositor's hits bear a star; ? = inconclusive; · = no result given; & = joins results of further samples; [ ] = dose if it differs, or a comment. Unless noted, calls follow the shape of the dose curve; as a rule, active = well fitted curve in the direction sought with a large enough effect; inconclusive = small, poorly fitted or top-dose-only effect, or another doubt; inactive = no such curve, though single readings can be large; an effect the other way counts as inactive or inconclusive.

Molecule	LmPK inh	Cycloheximide cs	Pf growth 48h	TbPYK inhibitor	Pf growth 96h	AmpC inh no detg	Shiga inhibitor
CCn1c(C)c(P(c2ccccc2)c2ccccc2)[n+]2ccccc12	2%	-3	1.5µM*	0%	8.3µM*	-11%[11.4 µM]	-10
CCNC(=O)COc1ccc(-c2ccccc2)cc1	-14%	47*	109%[activator]	29%	·	1%	60*
COc1ccc(NC(=O)CN(C)C(=O)c2cc(-c3ccc(C)o3)nc3ccccc23)cc1	·	·	?	-4%	?	-22%	·
CCOC(=O)c1ccc(NC(=O)N(CC)CC)cc1	-4%	37*	110%[activator]	-13%	-10%	-9%	62*
CC1CC1C(=O)OCC(=O)Nc1ccc2[nH]c(=O)[nH]c2c1 (stereo not given)	-1%	-4	10%	1%	20%	-16%	-2
O=C1CC(SCc2nc3ccccc3[nH]2)C(=O)N1c1ccc(F)c(Cl)c1 (stereo not given)	5%	-3	·	·	9%	-18%	-6
O=C1NC2(CCc3ccccc3C2)C(=O)N1CCOc1cccc(Cl)c1 (stereo not given)	3%	-2	3%	-1%	20%	-14%	13
O=C(O)CSCC(=O)Nc1cccc(C(F)(F)F)c1	-6%	-7	7%	0%	·	-11%	-15
NC(=O)c1ccsc1NC(=O)c1ccc2c(c1)CCCC2	?	51*	146%[activator]	-16%	105%[activator]	-25%	59*
CC(=O)N1CCN(C(=O)CCc2cc(C(C)(C)C)c(O)c(C(C)(C)C)c2)CC1	-11%	-3	?	-5%	13µM*	-24%	-24
Cc1ccc(-n2c(SCC3CNC(=O)O3)nnc2-c2ccccc2)cc1C (stereo not given)	1%	-2	-6%	·	?	29%	-5
Cc1ccc(S(=O)(=O)N2CCN(C(=O)CCNC(=O)c3ccccc3Cl)CC2)cc1	·	·	?	-7%	?	26%	·
COc1ccc(NC(=O)C2CCCN2S(=O)(=O)c2ccc3c(c2)CCC(=O)N3)cc1Cl (stereo not given)	3%	-4	-4%	2%	?	-37%	-2
N#Cc1c(-c2ccccc2)c(-c2ccccc2)n[nH]c1=O	7%	1	-11%	7%	40%[activator]	-43%	-6
COc1ccc(CCNCc2ccc(OCc3ccccc3)cc2)cc1	-2%	10	26%	-2%	40%[activator]	-8%	-14
O=C(OCC(=O)N1CCN(C(=O)c2ccco2)CC1)c1cc(S(=O)(=O)Nc2ccc(Cl)cc2)ccc1O	13%	-4	0%	4%	45%[activator]	-1%	9
COCCn1c(SCC(=O)Nc2ccccc2OC)nc2ccccc21	2%	11	-14%	-3%	-18%	-10%[11.4 µM]	-15
Cc1ccc(C23CC4CC(CC(C(=O)NCC(=O)O)(C4)C2)C3)cc1	-2%	-6	19%	4%	-3%	-17%	-8
CCOC(=O)c1oc2ccc(S(=O)(=O)n3nc(-c4ccc(C)cc4)cc3N)cc2c1C	8%	-6	·	3%&9%	?	-25%	-11
Cc1cc(=O)[nH]c(SCc2nc3ccccc3c(=O)n2-c2ccccc2C)n1	-1%	-3	?	3%	-6%	-17%	-9

Ordered by SMILES length (low to high): five of the compounds above
Molecule	LmPK inh	Cycloheximide cs	Pf growth 48h	TbPYK inhibitor	Pf growth 96h	AmpC inh no detg	Shiga inhibitor
CCNC(=O)COc1ccc(-c2ccccc2)cc1	-14%	47*	109%[activator]	29%	·	1%	60*
COCCn1c(SCC(=O)Nc2ccccc2OC)nc2ccccc21	2%	11	-14%	-3%	-18%	-10%[11.4 µM]	-15
Cc1cc(=O)[nH]c(SCc2nc3ccccc3c(=O)n2-c2ccccc2C)n1	-1%	-3	?	3%	-6%	-17%	-9
CC(=O)N1CCN(C(=O)CCc2cc(C(C)(C)C)c(O)c(C(C)(C)C)c2)CC1	-11%	-3	?	-5%	13µM*	-24%	-24
O=C(OCC(=O)N1CCN(C(=O)c2ccco2)CC1)c1cc(S(=O)(=O)Nc2ccc(Cl)cc2)ccc1O	13%	-4	0%	4%	45%[activator]	-1%	9

Going on with the list.
Molecule	LmPK inh	Cycloheximide cs	Pf growth 48h	TbPYK inhibitor	Pf growth 96h	AmpC inh no detg	Shiga inhibitor
CC(C)OC(=O)CSc1nnc(Cc2ccccc2)n1Cc1ccco1	0%	5	?	-20%	20%[5.75 µM]	18%	1
COc1ccccc1C(O)P(=O)(OCC(C)C)c1ccc(N(C)C)cc1 (stereo not given)	7%	-4	?	5%	-25%	24%	-15
Cc1nc(COC(=O)c2ccc(S(=O)(=O)N3CCCC3)cc2)cs1	2%	6	?	5%	?	21%	20
O=C(Cn1cnc2ccccc2c1=O)Nc1nnc(C2CC2)s1	-1%	-3	7%	-4%	-10%	-21%	-4
CCOC(=O)C1(CC2CC2)CCN(C(=O)c2cc(C)nc3ccc(CC)cc23)CC1	-4%	-2	?	6%	2.1µM*	174%[activator]	9
Cc1c(Cc2ccccc2)c(=O)oc2cc(OCC(=O)NCc3ccccn3)ccc12	10%	-4	?	1%	?	137%[activator]	12
Cc1cccc(C(=O)OC(C)C(=O)N2CCc3ccccc3C2)c1C (stereo not given)	·	·	-24%	-1%	?	-3%	·
COc1ccc(-n2ncc3c(N4CCN(Cc5ccccc5)CC4)ncnc32)cc1	1%	5	-8%	0%	?	-14%	16
CCOC(=O)N1CCC(=NNc2nc(C)cc(=O)[nH]2)CC1	2%	2	4%	1%	?	-16%	42*
O=C(O)C/C=C(\NC(=O)OCc1ccccc1)C(=O)OCc1ccccc1	0%[11.5 µM]	-8	-4%	-5%	2%	-22%	17
Cn1c(N)c(Sc2ccccc2[N+](=O)[O-])c(=O)n(C)c1=O	7%	-5	18%	-4%	9%	-8%	3
Cc1ccc(OCCCC(=O)Nc2nccs2)cc1	7%	23*	26%	3%	?	-30%	42*
COc1cccc(-n2c(C)nc3ccccc3c2=O)c1	4%	0	47%[activator]	1%	·	-7%	5
O=c1c2c(nc3cc(-c4ccccc4)[nH]n13)CCC2	?	58*	151%[activator]	-5%	?	-13%	95*
CC1CCC(C(=O)c2c(O)c3ccccc3oc2=O)CC1 (stereo not given)	-1%	2	·	4%	18%	-45%	-6
O=C(COc1ccc(Cl)cc1)N1CCN(C/C=C/c2ccccc2)CC1	0%	-4	·	-5%	?	145%[activator]	-13
CCOC(=O)C1(Cc2ccccc2)CCCN(C2CCCC2)C1 (stereo not given)	3%	-2	13%	4%	10%	25%	-6
CC(C)C(NC(=O)c1ccccc1)C(=O)OCC(=O)N1CCN(c2ccccc2)CC1 (stereo not given)	·	·	?	-11%	?	14%	·
COC(=O)c1ccccc1NC(=O)CSc1nnc(-c2cccnc2)n1C	-6%	-1	?	0%	?	-19%	-3
CCOc1ccc(N(Cc2cc3cc(OC)ccc3[nH]c2=O)S(C)(=O)=O)cc1	-1%	5	-2%	4%	1%	47%	-11

Going on with the list:
Second line of a record – LmPK inh, Cycloheximide cs, Pf growth 48h, TbPYK inhibitor, Pf growth 96h, AmpC inh no detg, Shiga inhibitor
CNC(=O)CSc1nc(SC)ns1
→ -13%, -2, -11%, -1%, -24%, 1%, -5
COc1c(C)c2c(c(O)c1C/C=C(\C)CCC(=O)O)C(=O)OC2
→ ·, ·, 2.6µM*, -7%, 1.6µM*, ·, ·
CCOc1ccc(NC(=O)N2CCC(NC(=O)C(Cc3cccc(F)c3)NC(C)=O)CC2)cc1 (stereo not given)
→ 0%, -6, 2%, -4%, ?, 9%, -9
Clc1ccc(-n2ncc3c(NCc4ccc5c(c4)OCO5)ncnc32)cc1
→ -3%, 15, ·, 9%, -8%, -24%, 15
CCN(CC)C(=O)c1ccc(Oc2ccc([N+](=O)[O-])cc2Cl)cc1
→ 0%, 7, -5%, 3%, ?, -2%[2.29 µM], -12
O=C(Nc1nnc(SCC(=O)N2CCOCC2)s1)c1ccccc1
→ -7%, 22*, 68%[activator], -21%, 98%[activator], -28%, 13
COc1cc(NC(=O)C2CC(c3ccccc3O)=NO2)c(OC)cc1Cl (stereo not given)
→ -2%, -2, -5%, 0%, ?, -22%, -12
COc1ccc(NC(=O)CN(C)CC(=O)NC2CCCCC2C)cc1 (stereo not given)
→ ·, ·, 1%, 3%, 9%, 1%, ·
Cc1ccc(C)c(S(=O)(=O)N2CCCCC2CCNC(=O)C(=O)NCc2cccnc2)c1 (stereo not given)
→ ·, ·, ?, 6%, ?, 86%[activator], ·
COc1ccc(N2CCN(C(=O)CN(c3ccccc3)S(=O)(=O)c3ccc(OC)cc3)CC2)cc1
→ 3%, -3, -29%, ·, ·, 2%, -22
O=C1C(=O)N(CCCN2CCOCC2)C(c2ccc([N+](=O)[O-])cc2)/C1=C(/O)c1ccc2c(c1)OCO2 (stereo not given)
→ 5%, 15, -22%, 0%, ?, -16%, -4
CCOC(=O)c1c(C)n(C)c2ccc(OC)c(NC(=O)CN3CCN(C(=O)c4ccco4)CC3)c12
→ 5%, -2, 5.2µM*, 4%, ?, 130%[activator], -4
Cc1ccccc1S(=O)(=O)Cc1ccc(C(=O)NC2CCCC2)o1
→ -1%, 14, 9%, -5%, -2%, 2%, -12
O=c1[nH]c2cc3ccccc3cc2nc1C(F)(F)F
→ -4%, 5, 2%, 3%, -10%, -24%, -8
CCOC(=O)CN1Cc2cccc(C(=O)O)c2C1=O
→ 14%, -1, ·, -5%, ?, -2%, -3
CCN(CC)CCCNC(=S)Nc1ccc(Br)cc1
→ -3%, 44*, 124%[activator], -3%, ?, 0%, 102*

Whole records from above. Order of screens: LmPK inh	Cycloheximide cs	Pf growth 48h	TbPYK inhibitor	Pf growth 96h	AmpC inh no detg	Shiga inhibitor
`CCOc1ccc(NC(=O)N2CCC(NC(=O)C(Cc3cccc(F)c3)NC(C)=O)CC2)cc1` (stereo not given) in the list: 0%	-6	2%	-4%	?	9%	-9
`COc1cc(NC(=O)C2CC(c3ccccc3O)=NO2)c(OC)cc1Cl` (stereo not given) in the list: -2%	-2	-5%	0%	?	-22%	-12
`COc1ccc(NC(=O)CN(C)CC(=O)NC2CCCCC2C)cc1` (stereo not given) in the list: ·	·	1%	3%	9%	1%	·
